# HCV core dimer – inhibitors of HCV core protein dimerization, primary screen, biochemical, TR-FRET, high-throughput; inhibition, % at 5 µM; AID 1899, 2009; TR-FRET GST/Flag-core106 dimerization, 1536-well; actives 0.33% (n = 300,000);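 active means inhibition above the mean of all tested compounds plus 3 SD, set per screening campaign, cut at about 45% in these data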
#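 Material: GST/Flag-tagged HCV core106 proteins. Incubation: 4 h, 22.5 °C incubation. Read-out basis: inhibition (%) from 671 over 617 nm ratio. Measured by: TR-FRET, excitation 340 nm, emission 617 and 671 nm.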
# PP1 counter – PP1-alpha phosphatase inhibitors, primary screen, counter-screen for PP5 inhibitor project, biochemical, fluorescence, OMFP substrate, single point. actives 0.9% (n = 320,000). AID 2235, 2010. inhibition, % at 6.7 µM. purified PP1alpha;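 active means inhibition above the mean inhibition of all tested compounds plus 3 SD, computed separately for each screening campaign, cut at about 15% in these data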
# Target sequence (P62136 whole entry, looked up): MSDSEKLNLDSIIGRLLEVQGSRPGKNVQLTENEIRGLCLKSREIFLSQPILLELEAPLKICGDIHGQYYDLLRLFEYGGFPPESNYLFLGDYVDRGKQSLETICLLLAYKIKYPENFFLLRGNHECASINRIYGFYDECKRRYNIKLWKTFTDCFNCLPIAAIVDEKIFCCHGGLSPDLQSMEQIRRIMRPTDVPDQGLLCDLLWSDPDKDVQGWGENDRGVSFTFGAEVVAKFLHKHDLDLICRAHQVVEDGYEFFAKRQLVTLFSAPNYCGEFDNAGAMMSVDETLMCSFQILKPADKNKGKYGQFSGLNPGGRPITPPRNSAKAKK
# TPT1 inh – Candida albicans TPT1 enzyme inhibitors, primary screen, biochemical, fluorescence polarization; tRNA 2'-phosphotransferase TPT1 (Candida albicans SC5314); actives 0.81% (n = 300,000); AID 1962, 2009; recombinant caTPT1, FP RNA substrate dephosphorylation; inhibition, % at 5 µM;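 active means inhibition above the mean of all tested compounds plus 3 SD, set per screening campaign, cut at about 24% in these data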;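 further: plate controls were DMSO alone for no effect and ferristatin control at 100 nM for full effect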
# LYPLA2 inh – LYPLA2 inhibitors, primary screen, counter-screen for PME1 inhibitor project, biochemical, fluorescence polarization, FP-Rh probe ABPP. recombinant LYPLA2. inhibition, % at 5.9 µM. actives 0.38% (n = 320,000). AID 2177, 2009;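 active means inhibition above the screen-wide mean plus 3 SD, limit set per campaign, cut at about 26% in these data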;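 further: 0% = LYPLA2 with DMSO and 100% = wells lacking LYPLA2 enzyme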
# Target sequence (O95372 whole entry, looked up): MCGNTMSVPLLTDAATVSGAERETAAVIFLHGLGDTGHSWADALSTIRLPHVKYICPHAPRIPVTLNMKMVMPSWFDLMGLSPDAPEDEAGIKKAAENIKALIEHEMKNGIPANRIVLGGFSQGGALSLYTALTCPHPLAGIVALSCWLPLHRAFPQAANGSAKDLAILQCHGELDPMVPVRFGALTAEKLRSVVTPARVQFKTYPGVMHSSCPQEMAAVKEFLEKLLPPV
# GASC-1 inh – inhibitors of GASC-1 histone demethylase, primary screen, biochemical, fluorescence, DELFIA europium; Lysine-specific demethylase 4C (Homo sapiens), Q9H3R0; GST-JMJD2C(1-420) H3K9me3 demethylation; inhibition, % at 2.35 µM; actives 0.069% (n = 330,000); AID 2099, 2009;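 active means more than half of a compound's replicate wells show inhibition beyond 50%, single wells judged on their own value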;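 further: signal counts dimethyl H3K9 product captured on neutravidin plate; 0% = median of DMSO wells and 100% = 0.3 times that DMSO median; strong numbers were not always called active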
# Target sequence (Q9H3R0 1-420 limits assumed): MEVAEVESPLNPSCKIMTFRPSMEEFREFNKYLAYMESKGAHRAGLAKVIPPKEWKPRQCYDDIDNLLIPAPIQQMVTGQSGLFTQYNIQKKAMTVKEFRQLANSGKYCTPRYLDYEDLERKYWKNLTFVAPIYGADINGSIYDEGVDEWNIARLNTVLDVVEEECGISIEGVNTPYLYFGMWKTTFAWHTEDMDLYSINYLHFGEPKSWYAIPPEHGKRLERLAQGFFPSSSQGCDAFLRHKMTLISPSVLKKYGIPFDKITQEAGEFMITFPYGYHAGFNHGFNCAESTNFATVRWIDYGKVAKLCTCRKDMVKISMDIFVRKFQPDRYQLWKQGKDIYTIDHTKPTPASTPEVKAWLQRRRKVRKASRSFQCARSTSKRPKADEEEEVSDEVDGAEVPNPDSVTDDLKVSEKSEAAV
# PREPL inh – PREPL enzyme inhibitors, primary screen, biochemical, fluorescence polarization; inhibition, % at 5.96 µM; recombinant PREPL, fluorescence polarization activity-based probe; actives 0.68% (n = 320,000); Prolyl endopeptidase-like (Homo sapiens), Q4J6C6; in the data active means inhibition above about 43%;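 further: 0% = enzyme with DMSO and 100% = wells lacking enzyme; many of its hits are not listed in these tables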
# Efflux pump inh – inhibitors of Candida efflux pumps in yeast, primary screen, S. cerevisiae, Nile Red, multiplex | S. cerevisiae Candida pump triplex | inhibition, % at 10 µM | actives 0.44% (n = 330,000) | AID 485275, 2010;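 active means plate passing quality check with inhibition over a set limit, or well fluorescence over plate mean plus 4 SD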;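 further: Nile Red retained in pooled yeast measured as flow cytometry median fluorescence; 0% = buffer negative control and 100% = Enniatin B positive control; higher means more Nile Red kept so more efflux inhibition; some compounds called inactive have numbers as strong as hits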
# Fh CTSL1 inh – Fasciola hepatica cathepsin L1 inhibitors, primary screen, counter-screen for PFM18AAP inhibitor project, biochemical, QFRET, fluorogenic peptide substrate; inhibition, % at 5.96 µM; actives 0.49% (n = 300,000); recombinant F. hepatica cathepsin L1, Z-Leu-Arg-MCA fluorescence; AID 1906, 2009;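 active means inhibition above the mean of all tested compounds plus 3 SD, set per screening campaign, cut at about 17% in these data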;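 further: 0% = plate median of test compound wells and 100% = 1 µM Z-Phe-Ala-diazomethylketone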
# PP5 primary – PP5 phosphatase inhibitors, primary screen, biochemical, fluorescence; Serine/threonine-protein phosphatase 5 (Homo sapiens), P53041; purified PP5c, OMFP substrate fluorescence; inhibition, % at 6.7 µM; actives 0.18% (n = 320,000);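 active means inhibition above the campaign's mean inhibition across all tested compounds plus 3 SD, cut at about 9.5% in these data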;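 further: 0% = DMSO only and 100% = 100 µM cantharidin control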
# * = called active by the depositor; . = no result given. Not all compounds are listed. The share of hits here may be higher or lower than overall.
SMILES,HCV core dimer,PP1 counter,TPT1 inh,LYPLA2 inh,GASC-1 inh,PREPL inh,Efflux pump inh,Fh CTSL1 inh,PP5 primary
Cn1nc(-c2ccc(Cl)cc2)c2cc(C(=O)NCCN3CCOCC3)sc21,-0.7,1.5,-3.3,-10.2,-7.0,-19.1,0.0,2.2,1.6
COc1ccccc1NC(=O)C1=C(C)Nc2nnnn2C1c1ccccc1OC (configuration not stated),-0.1,0.5,5.0,-1.7,4.2,0.7,-0.1,-3.1,3.8
COc1ccc(C)cc1NC(=O)c1cc2ccccc2cc1OCC(=O)NCc1ccco1,0.0,3.1,-1.3,-6.6,-5.4,-2.9,-0.1,-0.5,6.0
Cc1onc(-c2c(Cl)cccc2Cl)c1C(=O)Nc1ccc(C(N)=O)cc1,2.2,0.1,1.1,1.2,-22.6,-7.4,0.1,-0.5,2.0
NC(=O)Cc1ccc(C(=O)c2ccc(F)cc2)s1,0.3,-0.7,6.4,-3.0,8.5,0.3,0.0,2.8,-1.0
COc1ccc(CCNc2c(N)n(Cc3ccccc3)c(=O)[nH]c2=O)cc1OC,2.0,-1.2,-32.4,9.0,6.8,6.5,-0.2,0.3,0.7
C#CCOc1ccc(Br)cc1C(c1c(C)[nH][nH]c1=O)c1c(C)[nH][nH]c1=O,-8.7,2.6,-5.5,-4.5,-4.1,10.1,-0.1,12.3,-0.3
COc1ccccc1C1CCCN1Cc1nc(-c2ccc(C)s2)oc1C (configuration not stated),10.7,3.5,12.4,-4.3,-3.8,-32.5,0.1,0.1,2.5
Cc1csc(NC(=S)Nc2cccc(Cl)c2)n1,2.2,1.4,-2.3,3.7,8.3,10.7,-5.0,2.2,3.8
O=C(c1ccccc1O)N1N=C(c2ccccc2)CC1(O)C(F)(F)F (configuration not stated),5.5,-0.3,-0.9,-0.6,3.5,0.7,-0.3,1.3,2.1
COCCCN=C1NN=C(c2cc(C)n(Cc3ccccc3Cl)c2C)CS1,11.5,15.4*,6.9,3.7,0.3,12.5,0.1,0.1,1.9
COc1ccc(CNC(=O)CCCn2nc(C)c3c(C)n(-c4ccccc4)nc3c2=O)cc1,7.8,-6.7,-1.7,0.7,-2.7,-4.3,-0.1,-2.3,0.2
O=[N+]([O-])c1ccc(N2CCN(c3cccc(Cl)c3)CC2)cn1,0.6,0.6,1.4,-2.5,-10.9,47.1*,0.2,-2.8,4.8
Cc1ccc(N2C(=O)/C(=C\c3ccc(C(C)C)cc3)N=C2SC2CCOC2=O)cc1 (configuration not stated),11.6,-0.7,-3.1,-0.1,-4.8,3.2,0.1,2.5,-2.0
C=CCN(CC=C)C(=O)C1CCN(Cc2ccc(OCc3ccccc3)cc2)CC1,0.3,-3.3,1.1,3.3,-0.4,21.3,-0.1,1.1,-0.1
CCOC(=O)c1c(NC(C)=O)sc2c(O)cccc12,0.1,-4.7,-0.4,-2.4,-0.3,12.8,0.3,1.1,2.0
NC(=O)c1nsc(C(=O)N(c2cccc(F)c2)C(C(=O)NCc2ccccc2)c2ccc(O)cc2)c1N (configuration not stated),7.2,0.2,-3.6,-5.0,-11.2,4.8,0.1,6.2,1.5
CC(OCCN(C)C)C(=O)C12CC3CC(CC(C3)C1)C2 (configuration not stated),-0.1,-0.2,-3.0,-6.5,-10.9,12.0,0.0,1.2,1.2
N#C/C(=C\c1ccc(OC(=O)c2cccs2)cc1)c1nc2ccccc2[nH]1,-8.9,7.7,1.6,-13.3,0.7,55.3*,0.9,-1.9,3.4
Cc1ccc(C(=O)N/C(=C\c2cccs2)c2nc3ccccc3[nH]2)cc1,-11.5,-2.6,1.3,3.2,-2.1,-7.2,0.2,-0.1,3.5
COc1cccc(/C=C/C(=O)OCC(=O)c2c[nH]c3ccccc23)c1OC,4.3,4.0,4.4,-8.0,-9.5,4.9,-0.2,-4.4,4.5
O=C(CNc1cccc2ccccc12)N/N=C/c1ccccn1,-3.9,-2.0,0.0,9.9,28.7,26.8,-0.1,-0.4,-2.1
CC(OC(=O)CNS(=O)(=O)c1ccc(C#N)cc1)C(=O)Nc1cccc(C#N)c1 (configuration not stated),-1.1,-0.5,-2.8,2.2,0.1,4.4,-0.1,-34.6,-1.7
Cc1ccc(C(=O)N2CCN(Cc3ccc4c(c3)OCO4)CC2)cc1[N+](=O)[O-],6.3,-5.2,-1.9,2.8,0.6,2.8,-0.1,-1.0,-3.3
CCCCn1c(CCC(=O)O)nc2cc(S(=O)(=O)N(C)C)ccc21,-4.2,-3.3,0.1,0.0,-5.6,8.5,-0.3,-6.9,0.3

# Brought forward from above: 3 compounds, followed by the next part.
SMILES,HCV core dimer,PP1 counter,TPT1 inh,LYPLA2 inh,GASC-1 inh,PREPL inh,Efflux pump inh,Fh CTSL1 inh,PP5 primary
CC(OC(=O)CNS(=O)(=O)c1ccc(C#N)cc1)C(=O)Nc1cccc(C#N)c1 (configuration not stated),-1.1,-0.5,-2.8,2.2,0.1,4.4,-0.1,-34.6,-1.7
Cc1ccc(C(=O)N2CCN(Cc3ccc4c(c3)OCO4)CC2)cc1[N+](=O)[O-],6.3,-5.2,-1.9,2.8,0.6,2.8,-0.1,-1.0,-3.3
CCCCn1c(CCC(=O)O)nc2cc(S(=O)(=O)N(C)C)ccc21,-4.2,-3.3,0.1,0.0,-5.6,8.5,-0.3,-6.9,0.3
O=C(C1CCN(S(=O)(=O)c2ccc(F)cc2)CC1)N1CCCC(C(F)(F)F)C1 (configuration not stated),0.4,-3.5,-3.3,-4.3,-5.1,2.4,0.0,4.6,1.0
CC1(C)OC(=O)C(=CNc2ccc(F)cc2)C(=O)O1,-5.1,-2.2,-2.3,-0.7,3.1,-2.1,-0.1,-0.3,0.9
CC(C)(C)NC(=O)NC(=O)COC(=O)C1(C)CC1(Cl)Cl (configuration not stated),6.3,-0.3,0.7,-2.0,6.8,0.6,0.1,-0.5,2.3
OCCN1CCN(Cc2cccc(Oc3ccc(Cl)cc3)c2)CC1,-2.5,2.0,2.8,5.6,-5.0,-12.8,0.0,0.8,2.8
COc1ccc2[nH]cc(C(=O)CNc3nc(C)cs3)c2c1,-25.9,1.4,-1.8,7.5,16.7,20.2,-0.1,-1.4,2.3
O=C1CS/C(=N/N=C/c2ccco2)N1Cc1ccc(F)cc1,7.0,-5.1,-0.8,-3.1,2.8,-9.4,0.0,2.8,1.3
Cc1sc2ncnc(SCC(=O)c3ccc(Cl)s3)c2c1C,-21.7,1.6,3.8,-1.2,4.7,4.5,-0.1,2.2,0.1
CCN(CC)S(=O)(=O)c1cccc(C(=O)N/N=C/c2cc(OC)c(O)c(OC)c2)c1,-20.0,-0.2,-0.7,10.7,5.4,4.4,-0.1,-4.2,1.3
CCn1cc([N+](=O)[O-])nc1C,-4.8,-1.3,1.2,-7.2,7.1,-4.8,0.4,-1.1,2.2
COCCn1c(SCC(=O)NNC(=O)Cc2ccccc2)nc2ccccc2c1=O,0.0,1.2,2.2,0.8,-40.2,-2.9,0.3,-0.8,2.4
O=C(N/N=C/c1ccc2c(c1)OCO2)C1COc2ccccc2O1 (configuration not stated),6.4,-0.5,1.8,6.1,-9.4,16.9,0.1,-1.7,3.3
CCCOC(=O)c1ccc(NC(=O)c2ccc(Br)o2)cc1,-5.4,3.9,0.6,-6.2,13.0,11.2,0.9,2.5,1.8
Cc1cc2c(nn1)CCc1c-2no[n+]1[O-],1.1,-0.2,-1.5,4.6,0.1,13.8,0.0,-1.5,1.2
N#Cc1cc(Oc2ccc3ccccc3c2)c(-n2nnc3ccccc32)cc1C#N,22.2,-4.5,0.7,-5.2,-5.7,-31.9,0.4,5.8,1.3
O=C1C=C(NCCN2CCOCC2)C(=O)c2cnccc21,27.0,1.9,-1.9,1.8,11.9,7.5,0.0,100.1*,0.9
CC(=O)c1cccc(NC(=O)c2ccc3ccccc3c2)c1,8.9,-3.2,-2.2,-11.2,42.0,-3.0,0.0,1.6,1.1
CCNc1ccccc(-c2ccc3ccccc3n2)c1=O,-5.2,0.1,2.5,-7.4,15.5,12.8,0.5,1.1,-0.9
Cc1cc(SCNC(=O)c2ccccc2)nc(C(C)C)n1,1.6,-2.1,-0.6,3.5,-2.3,2.4,0.1,9.9,-0.4
C=CCNC(=O)c1ccc(Sc2ccccc2)c([N+](=O)[O-])c1,-3.5,-1.6,-2.6,4.4,4.8,8.3,-0.1,-0.8,2.3
Cc1ccc(C(=O)Nc2ccc(O)cc2C(=O)O)cc1,-7.3,-0.2,-2.9,2.9,-29.9,0.1,3.6,1.8,-0.8
Cc1ccccc1NC(=O)c1ccc(CN2CC(=O)N3CCCCC3C2=O)cc1 (configuration not stated),11.4,-0.1,0.0,-6.2,-29.5,1.0,-0.1,2.0,1.8
COC(=O)CSc1nc(C)c2c(n1)CCCC2,0.1,3.2,0.4,-3.8,33.9,8.1,-0.1,-2.4,-0.7
Cc1ccc2c(c1)Oc1ccccc1C=C2C(=O)O,4.7,-0.9,-4.4,-6.0,1.1,-3.2,0.1,-5.5,0.5
CC(C)Oc1cccc(C(=O)C2CCCN(S(C)(=O)=O)C2)c1 (configuration not stated),2.3,-0.6,-0.1,-0.9,4.6,3.2,0.1,-1.1,-1.6
Cc1ccc(NC(=S)N2CCN(C)CC2)c(C)c1,0.8,6.7,3.5,0.9,-18.9,-3.6,-0.1,-0.1,2.0

# New compounds follow
SMILES,HCV core dimer,PP1 counter,TPT1 inh,LYPLA2 inh,GASC-1 inh,PREPL inh,Efflux pump inh,Fh CTSL1 inh,PP5 primary
Cc1ccccc1NS(=O)(=O)c1ccc(C(=O)N2CCCCCC2)cc1,0.3,0.5,0.8,2.3,7.0,15.2,0.1,4.6,3.7
C#CCOC(=O)Nc1cc(C)n(-c2ccccc2)n1,-3.0,-2.3,1.8,2.8,5.0,-10.0,0.3,-0.1,2.4
CSc1nc2sc3c(c2c(=O)[nH]1)CCC3,3.2,-3.3,0.8,1.8,0.3,3.2,-0.1,-2.4,-0.4
O=C(COC(=O)CC1CC2CCC1C2)Nc1ccc(Cl)c(S(=O)(=O)N2CCOCC2)c1 (configuration not stated),.,2.0,.,-8.5,-3.9,13.4,0.1,.,3.2
CCCCN(CC)CCCNC(=O)CC1Nc2ccccc2NC1=O (configuration not stated),-1.9,-0.4,22.2,8.2,8.4,14.1,0.0,-1.0,0.7
C/C(Cn1ncc(N2CCOCC2)c(Cl)c1=O)=N\O,8.4,-0.7,-0.5,-4.0,6.3,3.6,-0.1,-2.2,-2.7
Clc1ccc(CSc2nnc(-c3ccncc3)s2)cc1,-16.5,-1.1,-2.3,4.2,-5.7,0.8,0.0,-1.2,2.9
O=C1N=c2ccccc2=C1c1sc(=S)n(Cc2ccccc2Cl)c1O,-2.0,1.9,-1.2,5.3,-2.0,9.3,-0.1,-1.7,0.2
CC(Sc1nc(N)c(NC(=O)c2ccc(Br)o2)c(=O)[nH]1)C(=O)O (configuration not stated),-2.4,-4.0,-2.7,-2.7,-3.1,1.5,-0.2,-0.9,-0.1
